KB-V1 MDR tox: KB-V1 MDR subline cytotoxicity; 3.4% of 400,000 active; KB-V1 MDR cells viability, CellTiter-Glo, 72 h; AID 1347076; Potency, µM (titrated, usually from 46.1 µM), inactives show at the top dose activity change, negative = cytotoxicity, most hits filed as cytotoxic; note: potency is the fitted concentration of half-maximal effect; % is set by controls: 0 for no effect and ±100 for the full control effect; nearly all actives have a fitted effect of over 60% in size
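qHTS viability screen in drug-selected KB-V1 MDR cells: 72 h compound treatment at 37 degrees C, ATP luminescence end point.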
DRD3 agonist: D3 dopamine receptor (human) agonism. max activation, %. 0.58% of 410,000 active. AID 652048. D3R DiscoveRx beta-arrestin cells, luminescence, 90 min; in the data active = max activation above about 30%; note: 0% is about no effect; mostly tested at two doses, the higher about 12 µM
Target sequence (P35462 whole entry, looked up): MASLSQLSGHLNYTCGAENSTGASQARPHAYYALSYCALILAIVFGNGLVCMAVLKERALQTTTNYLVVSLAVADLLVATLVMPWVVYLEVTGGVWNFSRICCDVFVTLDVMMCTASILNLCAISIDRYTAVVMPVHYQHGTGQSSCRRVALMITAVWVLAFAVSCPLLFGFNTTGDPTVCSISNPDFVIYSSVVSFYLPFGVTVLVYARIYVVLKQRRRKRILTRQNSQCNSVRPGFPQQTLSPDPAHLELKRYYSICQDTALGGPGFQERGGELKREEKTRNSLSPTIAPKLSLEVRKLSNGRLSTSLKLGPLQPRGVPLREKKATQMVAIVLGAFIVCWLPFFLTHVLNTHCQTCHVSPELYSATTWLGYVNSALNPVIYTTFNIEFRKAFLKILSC
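Agonist mode: compounds and dopamine controls were applied to plated cells for 90 min at 37 degrees C after an overnight attachment at 1500 cells/well. Luminescent read-out followed 30 - 60 minutes at room temperature with DiscoveRx detection reagent.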
GLP1R cytotox: cytotoxic in the GLP-1 receptor inverse agonist counter-screen; HEK293 cAMP-luciferase reporter cells, luminescence, 24 h; Potency, µM (top dose mostly 38.3 µM), inactives show top-dose activity change, negative = inhibition, usual class: inhibitors; 0.13% of 410,000 active; AID 624418;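 note: loss of luciferase light is scored as toxicity; potency is the fitted concentration of half-maximal effect; % is set by controls: 0 for no effect and ±100 for the full control effect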
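Here, cytotoxicity is scored as loss of luminescence. The MLSMR collection was tested on cells seeded in medium containing 10% Nu serum, with a 24 hr compound exposure preceded by 12 hours of culture.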
IL1B secr inh: inhibitors of inflammasome signaling (IL-1 beta secretion) | THP-1 LPS/ATP IL-1B secretion, AlphaLISA, 16 h; active compounds read low | activity change, % at 57.5 µM | 4.7% of 360,000 active; in the data active = activity change below about -50%; inconclusive = mostly about -30% to -49%; note: % is set by controls: 0 for no effect and ±100 for the full control effect
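THP-1 cells pretreated 1 hr with compounds (up to 57.5 uM final), then stimulated with LPS (250 ng/mL final) plus ATP (1.25 mM final); secreted IL-1B measured by AlphaLISA after 16 hr, decreased signal indicating inhibition.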
KB-3-1 tox: kills parental KB-3-1 adenocarcinoma cells | KB-3-1 viability, CellTiter-Glo ATP luminescence, 72 h | Potency, µM (highest dose often 46.1 µM), without a hit: top-dose activity change, negative = cytotoxic, usual class: cytotoxic | 1.4% of 400,000 active; note: potency is the fitted concentration of half-maximal effect; % is set by controls: 0 for no effect and ±100 for the full control effect; nearly all actives have a fitted effect of over 60% in size
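Cytotoxicity measured as CellTiter-Glo luminescence after 72 h at 37 C. Compound titrations were pinned onto drug-naive KB-3-1 parental adenocarcinoma cells grown in DMEM with 10% FBS, and normalized data fitted to concentration-response curves.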
SW480 rereplic: inducers of DNA re-replication in SW480 colon cancer cells. SW480 DNA re-replication, Hoechst DNA content imaging, 48 h. Potency, µM (titrated, usually from 46.1 µM), for inactives: top-dose re-replication activation, actives largely listed as activators. 1.8% of 340,000 active; note: potency is the fitted concentration of half-maximal effect; % of control where 0% means no effect; nearly all actives have a fitted effect of over 55% in size
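First, 250 cells per well were seeded. Next, compound or vehicle (23 nL) was pinned in, plates sat 48 hr at 37 C. Finally Hoechst was added for 40 min before fluorescence scanning.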
HT1080 IDH1KD tx: HT-1080 IDH1 knockdown cell toxicity (counter line). HT-1080 IDH1 knockdown viability, ATP luminescence, 48 h. Potency, µM (highest dose often 46.1 µM), inactives show at the highest dose activity, negative = toxicity, usual class: cytotoxic. 2% of 360,000 active;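 note: potency is the fitted concentration of half-maximal effect; 0% = DMSO wells and -100% = cell-free medium wells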
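Knockdown cells (IDH1KD HT-1080) received compounds 2 h after plating at 750 cells/well and were kept 48 h at 37 °C in 5% FBS RPMI. A CellTiter-Glo luminescence read gave % activity for curve fitting.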
HT1080NT lethal: kills 2HG-producing HT-1080-NT fibrosarcoma cells; HT-1080-NT fibrosarcoma viability, CellTiter-Glo ATP luminescence, 48 h; Potency, µM (doses to about 46.1 µM), inactives show at the highest dose activity, negative = less viability, hits mostly cytotoxic; 1.6% of 360,000 active;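 note: NT is the 2HG producing partner of a matched IDH1 knockdown line; potency is the fitted concentration of half-maximal effect; 0% = DMSO-treated cells and -100% = media-only wells without cells; nearly all actives have a fitted effect of over 55% in size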
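Luminescent CellTiter-Glo readout after 48 hours of compound exposure at 37 degrees C defined viability of HT-1080-NT cells. Activity was normalized to DMSO wells and cell-free media wells; concentration-response curves were fitted and assigned curve classes.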
MCF10A rereplic: induces DNA re-replication in MCF 10a normal breast cells; MCF 10A DNA re-replication, Hoechst nuclear intensity, 48 h; Potency, µM (series often up to 46.1 µM), inactives show top-dose activity, positive = re-replication, most hits filed as activators; 2.9% of 350,000 active; AID 624296; note: potency is the fitted concentration of half-maximal effect; % of control where 0% means no effect; nearly all actives have a fitted effect of over 50% in size
* marks the source's active call; other numbers are inactive results; ? = inconclusive; . = no result given; & = joins results of further samples; [ ] = remark or other dose. Unless noted, calls come from the whole dose curve; as a rule, active = well fitted curve in the direction sought with a large enough effect; inconclusive = small, poorly fitted or top-dose-only effect, or another doubt; inactive = no such curve, though single readings can be large; an effect the other way counts as inactive or inconclusive.

SMILES	KB-V1 MDR tox	DRD3 agonist	GLP1R cytotox	IL1B secr inh	KB-3-1 tox	SW480 rereplic	HT1080 IDH1KD tx	HT1080NT lethal	MCF10A rereplic
CC1(C(=O)NS(=O)(=O)c2ccc(Cl)s2)CCN1C(=O)CCc1ccccc1 (stereo not drawn)	3%	0	0%	20	0%	.	9%	15%	.
Cc1nn(C)c(C(=O)N2CCc3ccccc32)c1Cl	2%	-4	7%	28	1%	-1%	-5%	-10%	9%
c1ccc(Oc2cccc(OCCCn3cncn3)c2)cc1	-12%	0	15%	-5	0%	11%[9.22 µM]	-9%	0%	?
Cn1c(=O)c2c(-c3cccc(Br)c3)c(C#N)c(N)nc2n(C)c1=O	8%	5	8%	16	0%	-16%	2%	27%	-17%
O=C(CNC(=O)c1cccs1)N=Nc1c(O)[nH]c2ccc(Br)cc12	?	-2	6%	3	16%	-8%	10%	12%	1%
CSCCC(NC(=O)c1ccco1)C(=O)NCCc1ccc(Cl)cc1 (stereo not drawn)	.	-13	-6%	-12	.	0%	-2%	0%	4%
O=C(NC1CCCCCC1)C1CCN(C(=O)N2CCOc3ccccc32)CC1	8%	2	0%	.	2%	.	.	.	.
Cc1ccc(S(=O)(=O)N2[C@@H](c3ccc(F)cc3)C(C(=O)O)=CC[C@H]2c2ccc(Cl)cc2)cc1	13%	-44	-27%	37	2%	-9%	-13%	-18%	?
O=C(Nc1sc2c(c1C(=O)O)CCCC2)c1cccc(Cl)c1	15%	-4	-13%	-24	0%	-9%	-5%	-5%	-7%
Cc1ccc(CN2CCC(Oc3cccc(C(=O)N(C)CCN(C)C)c3)CC2)cc1C	-16%	-18	?	-65*	-4%	6%	21µM*	?	17%
Cc1ccc(S(=O)(=O)N2CCN(CC(=O)N/N=C/c3ccccc3OCC(=O)O)CC2)cc1	9%	-12	12%	0	4%	-5%	12%	9%	5%
COc1ccccc1NC(=O)Nc1ccc(C(N)=O)cc1	-2%	1	5%	-22	3%	-32%[inhibitor]	6%	9%	-5%
Cc1ccc(C(=O)N2CCCC(CCC(=O)NCc3ccccc3F)C2)cn1 (stereo not drawn)	-22%	-7	-2%	0	-5%	-5%	6%	8%	1%
O=C(NC1=NCCS1)C1CCN(S(=O)(=O)c2ccccc2C(F)(F)F)CC1	-8%	-8	7%	10	15%	8%	-1%	1%[9.24 µM]	14%
NC(=O)CN(c1ccc(Oc2ccccc2)cc1)S(=O)(=O)c1ccccc1	.	-6	-2%	17	.	2%	-13%	-4%	5%
CC1CCCC(NC(=S)NC(=O)c2ccco2)C1C (stereo not drawn)	18µM*	-4	?	15	-12%	-3%	-10%	-6%	18%
COC(=O)C1CCCCN1C(=O)c1ccc2oc(Cc3ccccc3)nc2c1 (stereo not drawn)	.	-6	4%	-14	.	2%	10%	0%	-3%
O=[N+]([O-])c1ccc(S(=O)(=O)Nc2cccc(-c3ccc(N4CCOCC4)nn3)c2)cc1	?	-10	-11%	-6	?	-5%	-6%	-4%	3%
CCc1nc2ccc(C(=O)NCCCn3ccnc3)cn2c1N(C)Cc1cc2ccccc2s1	2%	3	-16%	?	-4%	.	?	21µM*	.
Cc1ccc2sc(=O)[nH]c2c1	-22%	1	3%	12	-1%	-9%	-1%	-1%	4%
Cn1c(=O)cc(OCC(=O)N2CCC(N3CCCCC3)CC2)c2ccccc21	-7%	-13	-4%	-19	3%	-19%	-9%	-11%	3%
OCCC1CN(Cc2ccc3nonc3c2)CCN1Cc1ccsc1 (stereo not drawn)	?	-15	0%[7.66 µM]	-13	-18%	-3%	-19%	-12%	1%
O=C(COC(=O)c1cc(=O)c2ccccc2o1)Nc1cc(Cl)ccc1Cl	7%	-3	2%	-2	-7%	16%	6%	0%	-5%
Cc1ccc2nc(C(F)C(F)(F)F)[nH]c2c1 (stereo not drawn)	-4%	-5	-7%	-1	7%	-9%	14%	?	11%
Cc1cc(C)n(-c2nc(NCC(C)O)c3c4c(sc3n2)CCCC4)n1 (stereo not drawn)	-37%	1	-17%	-17	?	23%	-7%	-8%	1%

Entries of single compounds, quoted from the list. Order of values: KB-V1 MDR tox	DRD3 agonist	GLP1R cytotox	IL1B secr inh	KB-3-1 tox	SW480 rereplic	HT1080 IDH1KD tx	HT1080NT lethal	MCF10A rereplic
Cc1nn(C)c(C(=O)N2CCc3ccccc32)c1Cl reads 2%	-4	7%	28	1%	-1%	-5%	-10%	9%
O=C(NC1=NCCS1)C1CCN(S(=O)(=O)c2ccccc2C(F)(F)F)CC1 reads -8%	-8	7%	10	15%	8%	-1%	1%[9.24 µM]	14%

The list continues.
SMILES	KB-V1 MDR tox	DRD3 agonist	GLP1R cytotox	IL1B secr inh	KB-3-1 tox	SW480 rereplic	HT1080 IDH1KD tx	HT1080NT lethal	MCF10A rereplic
CCN(c1ccccc1)S(=O)(=O)c1ccc(NC(=S)NC(=O)c2cccs2)cc1	-2%	-11	0%	7	-4%	-5%[9.22 µM]	-26%	-10%	21%
Cc1cc(Br)ccc1SCC(=O)Nc1cccnc1	3%	11	0%	38	-1%	-2%	-22%	?	0%
COc1ccc(-c2oc3ccc(N4CCOCC4)cc3c2/C=C/c2ccc(OC)c(OC)c2)cc1	-15%	-2	40%[activator]	5	-3%	?	-8%	-17%	?
COn1c(-c2ccccc2)nc2ccc(Cl)cc21	?	23	1%	-5	-13%	-2%	11%	9%	?
CC1(C)CC2CC(C)(CN2C(=O)COC(=O)c2cccnc2Cl)C1 (stereo not drawn)	-8%	-17	11%	0	-9%	26%	0%	0%	11%
Cc1ccc(C)c(NC(=O)COC(=O)c2ccc3c(c2)OCO3)c1	13%	11	-7%	-2	6%	-1%	1%	12%	-6%
Cc1c(NC(=O)COc2cccc(Cl)c2Cl)c(=O)n(-c2ccccc2)n1C	-29%	1	1%	-1	3%	-3%	1%	-4%	0%
CC(C)(C)c1nnc2sc(SCC(=O)N3CCCc4ccccc43)nn2c1=O	?	-3	-24%	-29	?	?	2%	0%	-183%[0.0737 µM]
COc1ccc(C(C)=O)cc1COC(=O)C1CC(=O)N(Cc2ccccc2)C1 (stereo not drawn)	21%	-8	8%	0	17%	2%	10%	3%	0%
COc1ccc(S(=O)(=O)N2CCC[C@H]2C(=O)N2CCC[C@H]2C(=O)NCc2ccncc2)cc1C	?	-8	-3%	-57*	?	.	4%	1%	.
COC(CNC(=O)[C@H](CSCc1ccccc1)N1Cc2ccccc2C1=O)OC	?	-16	?	0	20%	?	18%	29%	?
COc1ccc2nc(NC(=O)CN3C(=O)NC4(CCCC4)C3=O)sc2c1	1%	-3	20%	6	12%	3%	4%	13%	-1%
O=C(NCC1CCCO1)c1ccccc1OCc1ccc(F)cc1 (stereo not drawn)	?	-5	4%	7	0%	-7%	2%	4%	10%
COCc1cc(C)nc2oc(C(=O)c3ccccc3)c(N)c12	?	1	24%[7.66 µM]	-11	29%	2%	11%	22%	?
Fc1cccc(CNc2ncnc3ccc(-c4ccc5c(c4)OCO5)cc23)c1	-1%	.	.	.	0%	-9%	.	.	?
CCOCCCn1c(SCC(=O)Nc2cccc(OC)c2)nc2ccccc2c1=O	?	-10&-9	-26%&-26%	0	-20%	-1%	-6%	9%	0%
CCOc1ccc(C2C(C(=O)O)c3ccccc3C(=O)N2CCN2CCOCC2)cc1 (stereo not drawn)	6%	-2	1%	13	-12%	-3%	18%	28%	3%
O=C(NCc1ccc(F)cc1)c1c2c(nc3ccccc13)C(=O)N(C1CCCCC1)C2	6%	-29	-4%	.	12%	.	.	.	.
COc1ccc(SCC(=O)Nc2ccccc2Cl)cc1	?	-5	16%	22	?	-3%	27%	19%	29%
CCc1ccccc1N(C(=O)CCC(=O)Nc1cc(C)on1)C(C(=O)NC1CCCC1)c1ccco1 (stereo not drawn)	?	2	-23%	-21	?	-7%	-17%	-16%	0%
CCc1ccccc1NC(=O)Nc1ccon1	0%	12	0%	?	-2%	-16%	-19%	-13%	-19%
Cc1cc(C)cc(OCC(=O)N/N=C/c2ccc([N+](=O)[O-])o2)c1	?	8	-4%	-64*	-4%	?	-12%	-10%	?
Cc1ccc(C(C)C)cc1NC(=O)Nc1ccc([N+](=O)[O-])cc1	3%	4	-43%	-52*	?	-6%	-1%	-5%	?
CC1=CC(=O)C=CC1(C)C(Cl)Cl (stereo not drawn)	5%	4	-18%	9	18%	-3%	7%	13%	-15%
COc1ccc(OC)c(C(=O)N2CCC(CCC(=O)NC3CC3)CC2)c1	20%	5	-3%	10	13%	-3%	3%	1%	0%
(more compounds)
SMILES	KB-V1 MDR tox	DRD3 agonist	GLP1R cytotox	IL1B secr inh	KB-3-1 tox	SW480 rereplic	HT1080 IDH1KD tx	HT1080NT lethal	MCF10A rereplic
COc1ccc(NC(=O)c2ccc(NC(=O)CCS(=O)(=O)c3cccs3)cc2)cc1OC	8%	5	-10%	.	-2%	.	.	.	.
CCOC(=O)c1sc2ncn(CC(=O)Nc3ccc(F)cc3F)c(=O)c2c1C	-4%	3	-5%	.	-1%	.	.	.	.
NC(=O)c1ccccc1NC(=S)NC(=O)c1ccc(Br)o1	?	-17	-2%[1.53 µM]	0	?	-7%	1%	1%	2%
O=C(c1ccc(S(=O)(=O)N2CCOCC2)cc1)N1CCN(c2ccccc2F)CC1	-7%	15	3%	-3	7%	-2%	2%	-2%	0%
CC1CCCC(n2c(=S)[nH]c3ccccc3c2=O)C1C (stereo not drawn)	0%	-2	-15%	37	0%	30%	?	?	?
CN(Cc1ccccc1)C(=O)[C@@H]1CCCN1S(=O)(=O)c1ccc(Cl)cc1	?	-6	-17%	-2	-1%	-2%	3%	0%	-19%
COc1ccc(-c2nnc(SCC(=O)NCC3CCCO3)o2)cc1 (stereo not drawn)	7%	2	-3%	21	3%	-12%	6%	19%	0%
O=C(Nc1ncccc1O)c1ccc(OCC2CCCO2)cc1 (stereo not drawn)	-12%	1	-4%	107	-10%	?	-15%	-20%	0%
CCCNC(=S)NC1CCCC1	-10%	-4	2%	-9	-2%	-9%	?	?	5%
COc1ccccc1CNC(=O)CC(C)c1ccccc1 (stereo not drawn)	1%	-1	4%	-9	5%	4%	10%	1%	0%
